Screening data deposited in PubChem BioAssay by Broad Institute.
T cruzi intra: inhibitors of intracellular Trypanosoma cruzi. intracellular Trypanosoma cruzi in host cells, plate reader. activity score (inhibition), % at 5.01 µM. 22,000 compounds, 4.9% hits; in the data active = activity score above about 55%;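 note: parasites and compound incubated about four days before reading; 0% = median of neutral control wells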
INS-1E ATP HTS: preserves ATP levels in cytokine-treated INS-1E cells | protection from cytokine-induced ATP loss, % at 10 µM | 20,000 compounds, 0.1% hits | AID 488910 | INS-1E cytokine-induced death, ATP luminescence, 48 h; normalised: neutral wells 0, positive control 100;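 active = mean replicate protection from cytokine-induced ATP loss at least 50% and at least 75% of replicates each reaching 50%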
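Material: INS-1E rat cells; Quantity: 8000 cells/well; Buffer or medium: phenol-red-free RPMI with 5% fetal bovine serum; Probe or stimulus: cytokine cocktail of IFN-γ, TNF-α and IL-1β; Compound dosing: single test concentration per compound, delivered by pin transfer; Incubation: 48 h co-treatment, 10 min post-lysis read; Signal: CellTiter-Glo luminescence.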
* hit, by the source's call; / = no result given.

SMILES,T cruzi intra,INS-1E ATP HTS
C[C@H](CO)N1C[C@H](C)[C@H](CN(C)CC2CCCCC2)Oc2c(NC(=O)c3ccncc3)cccc2C1=O,52.3,-4.1
Cc1noc(C)c1NC(=O)Nc1ccc2c(c1)C(=O)N([C@H](C)CO)C[C@H](C)[C@H](CN(C)Cc1ccc(Oc3ccccc3)cc1)O2,-17.7,-15.9
C[C@H]1CN([C@@H](C)CO)C(=O)CCCn2nncc2CO[C@@H]1CN(C)Cc1ccc(Cl)c(Cl)c1,28.6,/
COc1ccc(NC(=O)Nc2cccc3c2O[C@@H](CN(C)Cc2ccc4c(c2)OCO4)[C@@H](C)CN([C@H](C)CO)C3=O)cc1,20.5,-12.5
C[C@@H]1CN([C@@H](C)CO)C(=O)CCCn2nncc2CO[C@@H]1CN(C)Cc1ccc(C(F)(F)F)cc1,16.2,/
C[C@@H]1CN([C@@H](C)CO)C(=O)Cc2cc(NC(=O)CCN3CCOCC3)ccc2O[C@@H]1CN(C)C(=O)NC1CCCCC1,-21.3,6.8
Cc1ccc(S(=O)(=O)N(C)C[C@@H]2Oc3ccc(NC(=O)Cc4ccccc4)cc3C(=O)N([C@@H](C)CO)C[C@@H]2C)cc1,2.7,/
COc1ccc(S(=O)(=O)Nc2ccc3c(c2)CC(=O)N([C@@H](C)CO)C[C@H](C)[C@@H](CN(C)C)O3)cc1,-28.8,8.2
C[C@H]1CN([C@@H](C)CO)C(=O)Cc2cc(NS(=O)(=O)c3ccccc3)ccc2O[C@@H]1CN(C)C(=O)Nc1ccc2c(c1)OCO2,0.7,-0.2
C[C@@H]1CCCCO[C@H](CN(C)Cc2ccccc2)[C@@H](C)CN([C@H](C)CO)C(=O)c2cc(NC(=O)CCC(F)(F)F)ccc2O1,-10.6,-1.7
C[C@@H]1CCCCO[C@@H](CN(C)S(=O)(=O)c2ccc(Cl)cc2)[C@@H](C)CN([C@H](C)CO)C(=O)c2cc(NS(=O)(=O)c3ccc(Cl)cc3)ccc2O1,58.8*,-14.9
C[C@H](CO)N1C[C@H](C)[C@@H](CN(C)Cc2ccc(Oc3ccccc3)cc2)Oc2c(NS(C)(=O)=O)cccc2C1=O,15.2,1.7

In the list so far, 2 contain an aryl methoxy group:
SMILES,T cruzi intra,INS-1E ATP HTS
COc1ccc(NC(=O)Nc2cccc3c2O[C@@H](CN(C)Cc2ccc4c(c2)OCO4)[C@@H](C)CN([C@H](C)CO)C3=O)cc1,20.5,-12.5
COc1ccc(S(=O)(=O)Nc2ccc3c(c2)CC(=O)N([C@@H](C)CO)C[C@H](C)[C@@H](CN(C)C)O3)cc1,-28.8,8.2

Following part.
SMILES,T cruzi intra,INS-1E ATP HTS
C[C@H](CO)N1C[C@H](C)[C@@H](CN(C)C(=O)Nc2cccc3ccccc23)Oc2ccc(N(C)C)cc2C1=O,12.0,-5.1
COc1ccc(CN(C)C[C@@H]2Oc3ccc(NC(=O)NC(C)C)cc3C(=O)N([C@H](C)CO)C[C@H]2C)cc1,-8.7,3.5
C[C@@H]1CN([C@H](C)CO)C(=O)c2cc(NC(=O)CCC(F)(F)F)ccc2O[C@H]1CN(C)Cc1ccc(C(F)(F)F)cc1,16.6,-4.8
C[C@@H]1CN([C@@H](C)CO)C(=O)c2cccc(NC(=O)Nc3ccc4c(c3)OCO4)c2O[C@@H]1CN(C)S(=O)(=O)c1ccc(F)cc1,-13.7,13.8
C[C@@H]1CN([C@@H](C)CO)C(=O)Cc2cc(NC(=O)Cc3cn(C)c4ccccc34)ccc2O[C@@H]1CN(C)Cc1ccc2c(c1)OCO2,54.5,-19.8
O=C(NO)c1ccc(C(=O)N/N=C/c2cccc(O)c2)cc1,0.5,2.8
C[C@H](CO)N1C[C@H](C)[C@H](CN(C)C(=O)Nc2ccccc2)Oc2c(NC(=O)c3ccncc3)cccc2C1=O,77.6*,7.6
C[C@H]1CN([C@@H](C)CO)C(=O)c2cccc(NC(=O)C3CCCCC3)c2O[C@H]1CN(C)Cc1ccc(C(F)(F)F)cc1,6.5,-6.2
Cc1noc(C)c1S(=O)(=O)Nc1ccc2c(c1)C(=O)N([C@H](C)CO)C[C@@H](C)[C@@H](CN(C)C(=O)Nc1ccccc1)O2,-16.3,8.5
C[C@H](CO)N1C[C@H](C)[C@H](CN(C)C)Oc2ccc(NC(=O)Nc3ccc(F)cc3)cc2CC1=O,-46.9,2.7
C[C@@H]1CN([C@H](C)CO)C(=O)c2cccc(NC(=O)c3nc4ccccc4s3)c2O[C@H]1CN(C)CC1CCCCC1,58.3*,-8.3
C[C@@H]1CCCCO[C@H](CN(C)S(=O)(=O)c2ccccc2)[C@@H](C)CN([C@H](C)CO)C(=O)c2cc(NC(=O)Nc3ccc(F)cc3)ccc2O1,14.7,-6.5
Cc1noc(C)c1NC(=O)Nc1ccc2c(c1)CC(=O)N([C@H](C)CO)C[C@@H](C)[C@@H](CN(C)C(=O)Nc1ccc(C(F)(F)F)cc1)O2,-10.7,-3.1
CC(C)NC(=O)Nc1cccc2c1O[C@@H](CN(C)C(=O)Nc1ccccc1)[C@H](C)CN([C@H](C)CO)C2=O,-36.6,6.1
Cc1ccc(S(=O)(=O)Nc2ccc3c(c2)CC(=O)N([C@H](C)CO)C[C@@H](C)[C@H](CN(C)C(=O)Nc2ccc(C(F)(F)F)cc2)O3)cc1,5.9,0.8
C[C@@H]1CN([C@@H](C)CO)C(=O)CCCn2nncc2CO[C@@H]1CN(C)C(=O)Nc1ccc2c(c1)OCO2,-4.1,/
C[C@@H]1CN([C@@H](C)CO)C(=O)c2cccc(NS(=O)(=O)c3cccs3)c2O[C@@H]1CN(C)Cc1ccc(-c2ccccc2)cc1,-4.1,-12.4
COc1ccc(S(=O)(=O)N(C)C[C@H]2Oc3ccc(NC(=O)NC(C)C)cc3C(=O)N([C@H](C)CO)C[C@H]2C)cc1,3.7,3.5
Cc1noc(C)c1NC(=O)N(C)C[C@H]1Oc2ccc(NC(=O)CCC(F)(F)F)cc2C(=O)N([C@H](C)CO)C[C@H]1C,-15.1,12.3
C[C@@H]1CN([C@@H](C)CO)C(=O)CCCn2cc(nn2)CO[C@@H]1CN(C)C(=O)C1CCCCC1,-33.8,14.5
C[C@@H]1CN([C@H](C)CO)C(=O)Cc2cc(NC(=O)CCN3CCOCC3)ccc2O[C@@H]1CN(C)Cc1ccncc1,/,8.6
C[C@@H]1CN([C@@H](C)CO)C(=O)c2cccc(NS(=O)(=O)c3cn(C)cn3)c2O[C@@H]1CN(C)S(=O)(=O)c1cn(C)cn1,-17.8,10.2
CC(C)NC(=O)Nc1ccc2c(c1)CC(=O)N([C@H](C)CO)C[C@@H](C)[C@H](CN(C)S(=O)(=O)c1ccccc1)O2,-10.0,9.9
C[C@H](CO)N1C[C@H](C)[C@@H](CN(C)S(=O)(=O)c2cn(C)cn2)Oc2c(NC(=O)C3CCCCC3)cccc2C1=O,-0.3,1.6
CNC[C@H]1Oc2c(NS(=O)(=O)c3ccc(Cl)cc3)cccc2C(=O)N([C@H](C)CO)C[C@H]1C,-15.4,14.6
COc1ccc(CN(C)C[C@H]2OCCCC[C@@H](C)Oc3ccc(NC(=O)Nc4ccc(C(F)(F)F)cc4)cc3C(=O)N([C@H](C)CO)C[C@@H]2C)cc1,66.8*,-33.0
COC(=O)CCCCCCC(=O)N/N=C/c1c(CO)cnc(C)c1O,-1.7,35.6
C[C@H](CO)N1C[C@H](C)[C@H](CN(C)S(C)(=O)=O)Oc2ccc(NC(=O)CCCN(C)C)cc2C1=O,-14.2,5.8
C[C@H]1CN([C@@H](C)CO)C(=O)c2cccc(NS(=O)(=O)c3ccccc3)c2O[C@H]1CN(C)S(=O)(=O)c1cccs1,9.1,7.5
C[C@@H]1CN([C@@H](C)CO)C(=O)c2cccc(NC(=O)c3cnccn3)c2O[C@@H]1CN(C)S(C)(=O)=O,25.9,4.4
COc1ccc(S(=O)(=O)N(C)C[C@H]2Oc3ccc(N(C)C)cc3CC(=O)N([C@H](C)CO)C[C@H]2C)cc1,8.4,-4.9
COc1ccc(NC(=O)N(C)C[C@@H]2Oc3ccc(NC(=O)Nc4c(C)noc4C)cc3C(=O)N([C@H](C)CO)C[C@@H]2C)cc1,-20.9,1.2
Cc1ccc(S(=O)(=O)Nc2ccc3c(c2)C(=O)N([C@H](C)CO)C[C@@H](C)[C@H](CN(C)S(=O)(=O)c2ccc(C)cc2)O3)cc1,3.7,-1.4
C[C@H]1CN([C@@H](C)CO)C(=O)c2cccc(NC(=O)c3cnccn3)c2O[C@@H]1CN(C)CC1CCCCC1,-1.2,-6.4
C[C@H](CO)N1C[C@H](C)[C@@H](CN(C)C(=O)Nc2ccc(F)cc2)Oc2c(NC(=O)C3CC3)cccc2C1=O,-17.0,0.6
Cc1noc(C)c1NC(=O)N(C)C[C@H]1Oc2ccc(N(C)C)cc2C(=O)N([C@@H](C)CO)C[C@@H]1C,-10.7,1.0
Cc1cc(C(=O)Nc2cccc3c2O[C@H](CN(C)Cc2ccc(-c4ccccc4)cc2)[C@H](C)CN([C@H](C)CO)C3=O)n(C)n1,-5.1,-18.7
COc1ccc(S(=O)(=O)N(C)C[C@@H]2Oc3ccc(NC(=O)CCN4CCOCC4)cc3CC(=O)N([C@H](C)CO)C[C@@H]2C)cc1,-7.7,1.1
C[C@H](CO)N1C[C@H](C)[C@@H](CN(C)S(=O)(=O)c2cn(C)cn2)Oc2ccc(NC(=O)CCN3CCOCC3)cc2C1=O,-3.3,6.6
C[C@@H]1CCCCO[C@H](CN(C)C(=O)CCCN(C)C)[C@@H](C)CN([C@H](C)CO)C(=O)c2cc(NC(=O)C3CCCCC3)ccc2O1,-30.7,27.0
COc1ccc(NC(=O)Nc2cccc3c2O[C@H](CN(C)C(=O)Nc2ccc(C(F)(F)F)cc2)[C@@H](C)CN([C@@H](C)CO)C3=O)cc1,-6.3,3.8
CC(C)COC(=O)N(C)C[C@@H]1OCc2cnnn2CCCC(=O)N([C@H](C)CO)C[C@@H]1C,1.3,/
C[C@H]1CN([C@@H](C)CO)C(=O)c2cccc(NC(=O)C3CC3)c2O[C@H]1CN(C)S(=O)(=O)c1cccs1,-38.7,2.5
Cc1ccc(S(=O)(=O)N(C)C[C@H]2Oc3c(NS(=O)(=O)c4cn(C)cn4)cccc3C(=O)N([C@H](C)CO)C[C@H]2C)cc1,-10.8,1.6
COc1ccc(CN(C)C[C@@H]2Oc3ccc(NS(=O)(=O)c4cn(C)cn4)cc3C(=O)N([C@@H](C)CO)C[C@H]2C)cc1,-24.5,8.5
Cc1noc(C)c1NC(=O)Nc1ccc2c(c1)C(=O)N([C@H](C)CO)C[C@H](C)[C@H](CN(C)Cc1ccc(C(F)(F)F)cc1)O2,-4.9,-3.7
C[C@H](CO)N1C[C@H](C)[C@@H](CN(C)C(=O)OCc2ccccc2)OCc2cnnn2CCCC1=O,1.4,/
C[C@@H]1CN([C@H](C)CO)C(=O)Cc2cc(NS(=O)(=O)c3cn(C)cn3)ccc2O[C@H]1CN(C)Cc1ccc(C(F)(F)F)cc1,-9.7,3.2

Whole records, quoted from the list. Values in the order: T cruzi intra, INS-1E ATP HTS
COc1ccc(S(=O)(=O)N(C)C[C@@H]2Oc3ccc(NC(=O)CCN4CCOCC4)cc3CC(=O)N([C@H](C)CO)C[C@@H]2C)cc1 is listed as -7.7, 1.1
CC(C)COC(=O)N(C)C[C@@H]1OCc2cnnn2CCCC(=O)N([C@H](C)CO)C[C@@H]1C is listed as 1.3, /

Carrying on.
SMILES,T cruzi intra,INS-1E ATP HTS
C[C@H]1CN([C@@H](C)CO)C(=O)c2cccc(NC(=O)Nc3ccc4c(c3)OCO4)c2O[C@@H]1CN(C)Cc1ccc(C(F)(F)F)cc1,54.9,-27.0
C[C@H](CO)N1C[C@H](C)[C@@H](CN(C)Cc2ccc(Cl)c(Cl)c2)Oc2ccc(NS(=O)(=O)c3ccccc3)cc2C1=O,49.6,-24.5
CN(C)CCCOc1ccc(/C=N/NC(=O)c2ccccc2O)cc1,25.8,-2.9
C[C@@H]1CCCCO[C@H](CN(C)Cc2ccc3c(c2)OCO3)[C@@H](C)CN([C@H](C)CO)C(=O)c2cc(NC(=O)Nc3ccc(F)cc3)ccc2O1,-3.2,-20.2
CC(C)NC(=O)N(C)C[C@H]1Oc2ccc(NC(=O)Nc3ccc(C(F)(F)F)cc3)cc2C(=O)N([C@H](C)CO)C[C@@H]1C,-23.1,4.4
C[C@@H]1CN([C@H](C)CO)C(=O)c2cccc(NC(=O)c3ccc(-c4nccs4)cc3)c2O[C@H]1CN(C)C,4.3,-3.8
C[C@@H]1CN([C@@H](C)CO)C(=O)CCCn2cc(nn2)CO[C@@H]1CN(C)C(=O)c1ccccc1,2.8,/
CC(C)(C)OC(=O)Nc1cccc(/C=N/NC(=O)CCCCC(=O)NO)c1,4.8,20.6
Cc1noc(C)c1NC(=O)N(C)C[C@@H]1Oc2c(NS(=O)(=O)c3cccs3)cccc2C(=O)N([C@@H](C)CO)C[C@@H]1C,-39.4,6.4
C[C@@H]1CN([C@H](C)CO)C(=O)Cc2cc(N(C)C)ccc2O[C@H]1CN(C)S(=O)(=O)c1cccs1,-0.1,6.4
C[C@H](CO)N1C[C@H](C)[C@H](CN(C)C(=O)Nc2ccc(C(F)(F)F)cc2)Oc2ccc(NS(=O)(=O)c3ccc(Cl)cc3)cc2CC1=O,7.1,-5.7
C[C@H](CO)N1C[C@H](C)[C@H](CN(C)C(=O)Nc2ccccc2)Oc2ccc(NS(=O)(=O)c3ccc(F)cc3)cc2C1=O,-12.0,/
